Runt-CBFb FRET = inhibitors of RUNX1 Runt–CBFb binding, primary screen, biochemical, FRET, Cerulean-Runt, Venus-CBFb, uHTS | Runt-related transcription factor 1 (Homo sapiens) + Core-binding factor subunit beta … | Cerulean-Runt/Venus-CBFb FRET ratio 530/480, 1 h | inhibition, % at 20 µM | 220,000 tested, 0.46% active;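 active means inhibition over about 50% at 20 µM in the single-dose screen, limit read from the data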;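 further: 0% = DMSO wells and 100% = excess unlabeled CBFb competitor control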
Target sequence (Q01196 whole entry, looked up): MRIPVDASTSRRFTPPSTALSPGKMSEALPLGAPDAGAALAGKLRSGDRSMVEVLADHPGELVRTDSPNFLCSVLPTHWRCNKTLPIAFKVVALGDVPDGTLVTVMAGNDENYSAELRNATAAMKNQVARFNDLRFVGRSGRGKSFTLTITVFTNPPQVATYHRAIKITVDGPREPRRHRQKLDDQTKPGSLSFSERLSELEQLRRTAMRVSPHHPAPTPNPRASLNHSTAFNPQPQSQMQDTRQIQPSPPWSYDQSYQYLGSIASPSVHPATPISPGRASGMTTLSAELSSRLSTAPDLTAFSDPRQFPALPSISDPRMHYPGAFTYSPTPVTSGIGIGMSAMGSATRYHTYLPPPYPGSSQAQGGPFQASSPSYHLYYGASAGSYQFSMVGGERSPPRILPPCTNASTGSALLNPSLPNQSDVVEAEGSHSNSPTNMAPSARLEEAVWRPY
Target sequence (Q13951 whole entry, looked up): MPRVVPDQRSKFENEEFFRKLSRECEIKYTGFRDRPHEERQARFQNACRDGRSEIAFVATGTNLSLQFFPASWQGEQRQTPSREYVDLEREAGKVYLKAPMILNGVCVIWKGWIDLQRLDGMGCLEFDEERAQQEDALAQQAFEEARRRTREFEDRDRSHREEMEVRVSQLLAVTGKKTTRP
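Assay system: Cerulean-Runt domain / Medium: Tris 50 mM pH 7.5, KCl, K2SO4, 0.01% BSA / Timing: protein complex preformed 1 h, compound exposure 1 h, room temperature, dark / Measured by: FRET, excitation 422 nm, emission at 530 and 480 nm / Evaluation: loss of energy transfer signal / Control set: 5 µM unlabeled CBFb as full-inhibition high control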
NPY-Y1 PAM-ag = NPY-Y1 receptor potentiators or agonists, primary screen, cell-based. AID 1304, 2008. NPY-Y1 expressing cells, potentiator/agonist activation. activation, % at 3.6 µM. 220,000 tested, 0.37% active; in the data active means activation above about 33%, passing the limit was not always enough;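 further: cells stimulated with NPY at EC10 then isoproterenol at EC100; 0% = low agonist plus stimulus and 100% = saturating agonist plus stimulus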
RBBP9 inh = human RBBP9 inhibitors, primary screen, biochemical, fluorescence polarization, FP-Rh probe, HTS; Serine hydrolase RBBP9 (Homo sapiens), O75884; AID 1515, 2009; recombinant RBBP9; inhibition, % at 7.94 µM; 220,000 tested, 0.2% active;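 active means inhibition above the campaign mean of all tested compounds plus 3 SD, cut at about 14% in these data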;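 further: plate controls were DMSO wells with RBBP9 for no effect and wells lacking RBBP9 protein for full effect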
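system = RBBP9 protein | input = RBBP9 at 2.5 µM in dispensed solution, before mixing | measured by = fluorescence polarization (mP), excitation 525 nm, emission 598 nm | incubation = enzyme-compound preincubation 30 min, then probe labeling 45 min, 25 °C | buffer or medium = Tris-NaCl-Pluronic buffer, pH 8.0 | compound = single dose 7.94 µM | also added = FP-Rh probe, 375 nM dispensing solution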
S1P4 agonist = S1P4 receptor agonists, primary screen, cell-based. S1P4-expressing cell line, agonist reporter assay. activation, % at 4.98 µM. 220,000 tested, 0.35% active; in the data active means activation above about 11%;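 further: 0% = DMSO vehicle and 100% = reference agonist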
Target sequence (O95977 whole entry, looked up): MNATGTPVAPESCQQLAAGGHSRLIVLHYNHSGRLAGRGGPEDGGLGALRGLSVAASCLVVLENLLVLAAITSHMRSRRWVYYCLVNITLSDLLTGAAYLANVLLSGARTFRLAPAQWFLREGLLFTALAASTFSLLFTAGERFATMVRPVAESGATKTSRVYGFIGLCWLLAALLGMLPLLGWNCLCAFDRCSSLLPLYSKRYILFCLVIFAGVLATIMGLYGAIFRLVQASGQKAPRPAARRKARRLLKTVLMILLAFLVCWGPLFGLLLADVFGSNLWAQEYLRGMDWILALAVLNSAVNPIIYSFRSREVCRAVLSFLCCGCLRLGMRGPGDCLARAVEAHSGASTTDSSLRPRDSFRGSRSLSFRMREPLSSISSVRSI
BaF3 parental = parental Ba/F3 cell viability inhibition, counter-screen for JAK2V617F inhibitor project, murine pro-B, CellTiter-Glo luminescence. CellTiter-Glo ATP luminescence. inhibition, % at 5.6 µM. 220,000 tested, 1.1% active;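 active means inhibition above a per-campaign cutoff, the mean inhibition of all tested compounds plus 3 SD, cut at about 27% in these data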;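 further: 0% = DMSO wells and 100% = JAK Inhibitor I control wells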
NPY Y1 blocker = NPY-Y1 receptor antagonists, primary screen, cell-based; Neuropeptide Y receptor type 1 (Homo sapiens), P25929; HEK293-CNG Y1 cells, membrane potential fluorescence; NPY at EC95, then isoproterenol; inhibition, % at 3.6 µM; 200,000 tested, 1% active; AID 1040, 2008;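 active means inhibition above the campaign mean inhibition of all tested compounds plus 3 SD, cut at about 20% in these data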;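 further: 0% = DMSO wells given NPY plus isoproterenol and 100% = isoproterenol alone without NPY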
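Assay system: HEK293 cells with Y1 receptor plus CNG channel | Probe or stimulus: NPY (25 nM), isoproterenol (1 µM), Ro 20-1724 (25 µM) | Timing: Compound incubation 1 h at room temperature, readout 45 min post-stimulation | Measured by: Membrane-potential fluorescent dye readout | Benchmarks: High control isoproterenol alone, low control NPY with isoproterenol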
S1P4 antag = S1P4 receptor antagonists, primary screen, cell-based. S1P4-expressing cells, antagonist mode, reporter read-out. inhibition, % at 4.98 µM. 220,000 tested, 0.26% active; in the data active means inhibition above about 29%;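 further: 0% = wells stimulated with agonist and 100% = vehicle wells without agonist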
NPY-Y2 PAM-ag = NPY-Y2 potentiators or agonists, primary screen, cell-based. cells expressing NPY-Y2, potentiator/agonist read-out. 220,000 tested, 0.45% active. Neuropeptide Y receptor type 2 (Homo sapiens), P49146. activation, % at 3.6 µM; in the data active means activation above about 27%;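 further: cells stimulated with NPY near EC25 plus isoproterenol at EC100; 0% = vehicle plus submaximal agonist and 100% = vehicle plus saturating agonist; some results beyond the cut were filed as inactive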
Ba/F3 V617F tox = reduced viability of JAK2V617F-dependent Ba/F3 cells, primary screen, JAK2V617F inhibitor project, cell-based, Ba/F3 EpoR-JAK2V617F, luminescence; ATP luminescence; inhibition, % at 5.6 µM; 220,000 tested, 1.1% active; AID 1446, 2008;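 active means inhibition above the campaign mean plus 3 SD over all tested compounds, cut at about 24% in these data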;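 further: cytokine-independent growth of Ba/F3 cells driven by EpoR plus mutant JAK2; 0% = DMSO-treated cells and 100% = JAK inhibitor I control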
An asterisk follows results filed as active; · = no result given.

SMILES	Runt-CBFb FRET	NPY-Y1 PAM-ag	RBBP9 inh	S1P4 agonist	BaF3 parental	NPY Y1 blocker	S1P4 antag	NPY-Y2 PAM-ag	Ba/F3 V617F tox
O=c1cccc2n1CC1CC2CN(c2ncnc3c2cnn3-c2ccccc2)C1 (stereo unspecified)	-1	4	-10	-0.1	8	3	-22	2	4
CCCCn1c(N)c(N(CCOC)C(=O)CN2CC=C(c3ccccc3)CC2)c(=O)[nH]c1=O	-1	2	-1	0.5	4	-2	-8	-12	2
CN1CCN(C(=O)Cc2ccccc2)CC1	3	10	-1	1.1	-3	·	-21	-3	-4
C=CCn1c(O)c(C(C)=NCC2CCCO2)c(=O)[nH]c1=O (stereo unspecified)	-1	7	1	0.0	1	·	-18	-8	4
Cc1cc(Cl)ccc1C(=O)C1CCCN(Cc2ccon2)C1 (stereo unspecified)	1	-2	5	-1.9	2	-1	8	-10	-4
NCC1(CC(=O)O)CCCCC1	0	-10	-11	0.8	3	5	-10	6	4
Cc1cccc(-n2c(O)c(C=NCCCN3CCOCC3)c(=O)[nH]c2=O)c1C	2	-7	-4	1.6	2	0	7	-8	1
O=C(N/N=C/c1c(O)n(CCc2ccccc2)c(=O)[nH]c1=O)c1ccncc1	3	-2	-2	0.5	3	4	-9	-1	5
CSCCC(N=Cc1c(O)n(-c2ccc(Cl)cc2)c(=O)[nH]c1=O)C(=O)OC(C)(C)C (stereo unspecified)	-2	-15	0	-4.1	-1	-4	-12	-14	-4
CCOc1ccccc1N=C1SCCCN1C	0	9	-2	0.9	-1	0	-14	4	-4
O=C(COc1ccc(Cl)cc1)N1CCN(C/C=C/c2ccccc2)CC1	-2	-2	-5	1.4	10	4	-11	-14	6
COc1ccc2nc(NC3=NCCN3)sc2c1	0	7	-1	1.2	4	-4	4	10	-2

Entries of single compounds as entered above. Order of values: Runt-CBFb FRET | NPY-Y1 PAM-ag | RBBP9 inh | S1P4 agonist | BaF3 parental | NPY Y1 blocker | S1P4 antag | NPY-Y2 PAM-ag | Ba/F3 V617F tox
C=CCn1c(O)c(C(C)=NCC2CCCO2)c(=O)[nH]c1=O (stereo unspecified) across the screens: -1 | 7 | 1 | 0.0 | 1 | · | -18 | -8 | 4
Cc1cccc(-n2c(O)c(C=NCCCN3CCOCC3)c(=O)[nH]c2=O)c1C across the screens: 2 | -7 | -4 | 1.6 | 2 | 0 | 7 | -8 | 1
O=C(N/N=C/c1c(O)n(CCc2ccccc2)c(=O)[nH]c1=O)c1ccncc1 across the screens: 3 | -2 | -2 | 0.5 | 3 | 4 | -9 | -1 | 5

Continuation.
SMILES	Runt-CBFb FRET	NPY-Y1 PAM-ag	RBBP9 inh	S1P4 agonist	BaF3 parental	NPY Y1 blocker	S1P4 antag	NPY-Y2 PAM-ag	Ba/F3 V617F tox
OCC#CC[N+]1(CC#Cc2ccccc2)CCOCC1	0	-3	-7	-2.6	4	4	-4	-6	4
COC(=O)C(O)(c1c(C)[nH]c2ccccc12)C(F)(F)F (stereo unspecified)	-2	28	-6	0.5	0	1	-12	17	-1
CN1C2CCC1CC(OC(=O)c1ccc([N+](=O)[O-])cc1)C2 (stereo unspecified)	0	-11	4	-0.1	5	-4	-14	7	1
CCCC[N+]12CCC(CC1)C(=C(c1ccccc1)c1ccccc1)C2	-7	-8	-8	-0.3	11	18	-23	-9	2
Cc1ccc(N2C(=O)NC(=O)/C(=C\c3cc(C)n(-c4sc5c(c4C#N)CCCC5)c3C)C2=O)cc1	16	-9	-5	3.3	6	2	-18	-12	1
CC(=O)c1cn(Cc2ccccc2C#N)c2ccccc12	4	-2	2	-2.3	67*	4	-5	13	46*
CN1CCN2c3ccc(N)cc3CC3(C(=O)NC(=O)NC3=O)C2C1 (stereo unspecified)	-37	-8	21*	2.1	-4	·	-16	6	0
O=C1Nc2ccccc2Sc2ccccc21	-2	-11	3	0.7	2	-3	3	6	2
O=C(c1cc(-c2cccnc2)nc2ccc(Cl)cc12)N1CCC2(CC1)OCCO2	0	-5	-4	2.1	3	4	-5	-12	0
CC(C)C[C@H](NC(=O)[C@@H]1CCCN1C(=O)[C@@H](N)Cc1ccc(O)cc1)C(=O)NCC(N)=O	3	-16	-2	1.3	7	0	-25	5	-2
COc1ccc(-n2c(C)cc(C(=O)C[N+]34CCN(CC3)CC4)c2C)cc1	3	6	-3	-2.4	3	0	-6	7	2
O=c1[nH]c(=S)n(C2CC2)c(O)c1/C=N/Nc1cccc2ccccc12	9	-9	1	0.9	-4	0	-8	-2	11
COc1cccc(CCNCc2ccc(SC)cc2)c1	0	-23	2	0.8	6	15	0	-25	3
Cn1c(O)c(N=Nc2cccc(S(=O)(=O)N3CCOCC3)c2)c(=O)n(C)c1=O	3	11	-13	0.2	5	3	-9	7	-1
CCCc1c(C)nc(SCC(=O)C(C)(C)C)nc1OC(=O)N(C)C	0	4	-1	1.4	3	·	-9	2	2
O=P(NS(=O)(=O)c1ccc(Br)cc1)(Oc1ccccc1)Oc1ccccc1	-2	-13	-2	0.3	5	14	6	-9	5
Cc1ccc(C)c(C2(O)CC(C)N(C)CC2C)c1 (stereo unspecified)	0	8	-3	0.8	0	-5	-1	24	-2
O=C(O)CCn1cc(C=C2C(=O)NC(=S)NC2=O)c(-c2cccc(Cl)c2)n1	19	15	-12	-0.7	5	-2	-26	-6	-2
CCOP(=O)(C#CC(C)(C)C)C(O)(c1ccccc1)C(F)(F)F (stereo unspecified)	1	6	-3	0.5	6	0	-7	3	-3
CC(=NCC1CCCO1)c1c(O)n(C)c(=O)n(C)c1=O (stereo unspecified)	0	2	-7	-1.4	2	10	6	-4	-2
O=C(O)CC1OCC=C2CN3CCC45c6ccccc6NC4C1C2CC35 (stereo unspecified)	-2	3	7	-1.0	-7	·	-14	-12	-3
Cc1ccc(OCC(=O)N2CCN(CC3CC4C=CC3C4)CC2)cc1 (stereo unspecified)	-1	1	-3	2.4	1	10	-31	-16	1
CCN(CC)C(=O)c1ccc(NC(=O)COc2ccc([N+](=O)[O-])cc2Cl)cc1	-4	11	-2	-0.3	0	3	-4	5	-5
Cc1ccc(-n2c(O)c(C=NCCN(C)C)c(=O)[nH]c2=O)cc1	-3	-8	-4	1.3	0	2	-9	6	-2
CCCOc1ccc(N2C(=O)CC(N3CC=C(c4ccccc4)CC3)C2=O)cc1 (stereo unspecified)	27	-4	-13	-0.5	9	9	0	-8	2
COc1ccc(/C=C2\C(=O)NC(=O)N(CCC3=CCCCC3)C2=O)c(OC)c1	-2	-14	5	-1.6	1	8	-2	1	-7
Cc1cccnc1-n1c(CN2C(=O)c3ccccc3C2=O)nc2ccccc2c1=O	0	-5	8	2.8	5	2	9	-5	1
COc1cccc(NC(=O)N2CCC3(CC2)OCCO3)c1	4	-2	0	0.2	4	-2	-3	5	1
Fc1ccc(CCNCc2cccc(Cl)c2)cc1	0	-9	-9	1.9	3	5	-16	-8	-5
Cc1ncc(CN2CCCC(C(=O)c3ccc(C(C)(C)C)cc3)C2)s1 (stereo unspecified)	-7	-7	0	-1.1	7	-3	-9	8	4
CCCc1nnc(NC(=O)CCC(=O)N2CCN(CCOC(c3ccccc3)c3ccccc3)CC2)s1	-6	13	-5	1.3	5	5	0	1	-1
Cc1nc2ccccc2c(=O)n1-c1ccccc1C(F)(F)F	-2	8	-9	0.0	-3	6	9	-1	2
COc1ccc(F)cc1C(=O)C1CCCN(Cc2cnc(C)s2)C1 (stereo unspecified)	0	19	-5	0.5	4	6	-12	4	-2
Cc1cc(C)nc(N2Cc3ccccc3C2=N)n1	0	7	2	-0.7	4	4	-2	2	0
COc1ccc(Cn2c(O)c(C=NCCCn3ccnc3)c(=O)[nH]c2=O)cc1	0	5	-5	0.9	0	-3	-3	-12	-1
Cn1cccc1/C=C1\C(=O)NC(=O)N(Cc2ccco2)C1=O	33	-1	-4	-0.2	5	13	-6	10	0
CC(=NCCCO)c1c(O)[nH]c(=O)[nH]c1=O	2	5	-3	0.3	-3	·	7	-4	-3
CN1C(=O)C(Cc2c[nH]c3ccccc23)C(=O)N(C)C1=O	4	15	-6	-3.0	1	6	-7	10	-4
O=C(COc1ccc(Cl)cc1)N(c1ccccc1Cl)C1CN2CCC1CC2 (stereo unspecified)	2	-30	3	2.0	2	·	12	-11	3
O=C1C2CCCC1C(N1CCCC1)CC2 (stereo unspecified)	-1	-3	4	0.5	9	4	-7	-9	1
CCC(=O)N1N=C(c2c(O)n(CCc3ccccc3)c(=O)[nH]c2=O)CC1c1ccc(OC)c(OC)c1 (stereo unspecified)	0	8	6	-0.8	-2	·	14	-13	-1
c1ccc(C2CC3CC4(CCCC4)N2O3)cc1 (stereo unspecified)	1	-16	-5	-0.4	0	-3	15	-9	-1
COc1ccccc1Cn1c(SCC#N)nc2cc(C(=O)N3CCC4(CC3)OCCO4)ccc2c1=O	-8	-4	-7	1.2	5	-4	-7	0	1
CN1CCN(C(=O)Cc2nc3ccccc3[nH]2)CC1	-2	-22	-2	-3.9	3	3	-10	8	-2
CN1CCC(OC(=O)C2c3ccccc3Oc3ccccc32)CC1	0	-20	-15	1.4	4	6	3	0	2
COc1ccc(-c2nn(CCC#N)cc2C(=O)NCc2ccccc2)cc1	2	14	0	7.8	0	·	8	15	-2
ON1C2CCCCC2N(O)C1c1ccccc1 (stereo unspecified)	0	5	4	-1.6	2	-1	3	7	1
C[C@H]1CC[C@@]2(C)[C@@H](CC[C@@H]3[C@@H]2CC[C@]2(C)[C@@H](O)CC[C@@H]32)C1	-5	23	-4	0.7	-6	·	10	7	0
Cc1cccc(CS(=O)(=O)Cc2ccc(C(=O)N3CCC4(CC3)OCCO4)o2)c1	1	4	-5	1.7	4	-1	-19	12	2
CCOP(=O)(OCC)C(O)c1cccc([N+](=O)[O-])c1 (stereo unspecified)	1	-4	8	-0.1	3	3	2	4	-3
COc1cccc(C2CC3C(=O)C=CC2N3Cc2ccccc2)c1 (stereo unspecified)	-3	3	5	-0.5	8	-1	-26	-3	-1
COc1ccc(C2N3CC(C)(C)CN23)cc1 (stereo unspecified)	-2	-2	-3	3.7	5	2	-1	-7	-1
O=[N+]([O-])c1cccc(CN2CCN(Cc3ccc(Br)cc3)CC2)c1	0	-4	-11	0.1	7	0	-27	15	1
O=c1c2cc([N+](=O)[O-])ccc2nc(CN2CCOCC2)n1-c1ccccc1F	6	-3	-6	1.8	9	-2	-10	0	-3
COc1ccc(CN2CCN(c3ccccc3)CC2)c(C)c1C	1	3	-11	1.0	0	8	-8	-13	-2

Screening data (PubChem BioAssay)

The list is partial, so the mix of outcomes need not match the whole.
